NR2F2 inh: inhibitors of human COUP-TFII (NR2F2); P24468; actives 0.7% (n = 370,000); HEK293T NGFI-A luciferase reporter, luminescence; AID 686940; inhibition, % at 8.6 µM;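 active = inhibition above a per-plate cutoff, mean inhibition of test wells between control levels plus 3 SD, cut at about 38% in these data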;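 also: cells cotransfected with COUP-TFII expression vector driving the NGFI-A reporter; 0% = median of COUP-TF2 test wells and 100% = reporter-only cells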
KKLEB cytotox: counter-screen for CF NF-kB inhibitors: cytotoxicity; actives 0.36% (n = 360,000); activity change (cytotoxicity), % at 5 µM; AID 602141; KKLEB CF airway cells viability, ATPlite luminescence, overnight; hits give low values; cells stimulated with P. aeruginosa culture filtrate;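 active = corrected activity change at or below -50% at 5 µM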
TWEAK Fn14 block: blocks TWEAK-Fn14 interaction in a reporter cell assay. TWEAK-stimulated Fn14 reporter cells, luciferase luminescence, 8 h. inhibition, % at 10 µM. actives 2% (n = 360,000); in the data active = inhibition above about 50%
SRC1 inh: inhibits human SRC1 coactivator. actives 0.12% (n = 360,000). inhibition, % at 3.6 µM. HEK293 GAL4-SRC1 luciferase reporter, luminescence. Q15788;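 active = inhibition above the campaign mean plus 3 SD, with each screening campaign given its own cutoff, cut at about 60% in these data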;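 also: 0% = DMSO treated cells and 100% = gossypol at 36 µM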
EBV LMP1 NFkB: reduces LMP1-driven NF-kappaB luciferase signal; LMP1-induced NF-kappaB luciferase reporter cells, luminescence; inhibition, % at 12.5 µM; AID 504558; actives 0.69% (n = 350,000); in the data active = inhibition above about 41%;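 also: 0% = neutral control wells and 100% = reference inhibitor control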
C8 TRAIL sens: caspase-8 TRAIL sensitization; NB7+C8 cells + TRAIL, ATPlite viability luminescence; inhibition (viability loss, TRAIL sensitization), % at 10 µM; actives 1% (n = 360,000); AID 624354;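 active = compounds causing at least 50% loss of cell viability in the single-dose screen, relative to plate controls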
NCOA2 inhibitor: human SRC2 (NCOA2) inhibition; inhibition, % at 9 µM; HEK293 GAL4-SRC2 luciferase reporter, luminescence; actives 0.17% (n = 370,000);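 active = inhibition above the mean inhibition of all tested compounds plus 3 SD, set per campaign, cut at about 52% in these data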;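 also: 0% = DMSO treated cells and 100% = cells given Gossypol at 36 µM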
Target sequence (Q15596 whole entry, looked up, the tested form may be a part): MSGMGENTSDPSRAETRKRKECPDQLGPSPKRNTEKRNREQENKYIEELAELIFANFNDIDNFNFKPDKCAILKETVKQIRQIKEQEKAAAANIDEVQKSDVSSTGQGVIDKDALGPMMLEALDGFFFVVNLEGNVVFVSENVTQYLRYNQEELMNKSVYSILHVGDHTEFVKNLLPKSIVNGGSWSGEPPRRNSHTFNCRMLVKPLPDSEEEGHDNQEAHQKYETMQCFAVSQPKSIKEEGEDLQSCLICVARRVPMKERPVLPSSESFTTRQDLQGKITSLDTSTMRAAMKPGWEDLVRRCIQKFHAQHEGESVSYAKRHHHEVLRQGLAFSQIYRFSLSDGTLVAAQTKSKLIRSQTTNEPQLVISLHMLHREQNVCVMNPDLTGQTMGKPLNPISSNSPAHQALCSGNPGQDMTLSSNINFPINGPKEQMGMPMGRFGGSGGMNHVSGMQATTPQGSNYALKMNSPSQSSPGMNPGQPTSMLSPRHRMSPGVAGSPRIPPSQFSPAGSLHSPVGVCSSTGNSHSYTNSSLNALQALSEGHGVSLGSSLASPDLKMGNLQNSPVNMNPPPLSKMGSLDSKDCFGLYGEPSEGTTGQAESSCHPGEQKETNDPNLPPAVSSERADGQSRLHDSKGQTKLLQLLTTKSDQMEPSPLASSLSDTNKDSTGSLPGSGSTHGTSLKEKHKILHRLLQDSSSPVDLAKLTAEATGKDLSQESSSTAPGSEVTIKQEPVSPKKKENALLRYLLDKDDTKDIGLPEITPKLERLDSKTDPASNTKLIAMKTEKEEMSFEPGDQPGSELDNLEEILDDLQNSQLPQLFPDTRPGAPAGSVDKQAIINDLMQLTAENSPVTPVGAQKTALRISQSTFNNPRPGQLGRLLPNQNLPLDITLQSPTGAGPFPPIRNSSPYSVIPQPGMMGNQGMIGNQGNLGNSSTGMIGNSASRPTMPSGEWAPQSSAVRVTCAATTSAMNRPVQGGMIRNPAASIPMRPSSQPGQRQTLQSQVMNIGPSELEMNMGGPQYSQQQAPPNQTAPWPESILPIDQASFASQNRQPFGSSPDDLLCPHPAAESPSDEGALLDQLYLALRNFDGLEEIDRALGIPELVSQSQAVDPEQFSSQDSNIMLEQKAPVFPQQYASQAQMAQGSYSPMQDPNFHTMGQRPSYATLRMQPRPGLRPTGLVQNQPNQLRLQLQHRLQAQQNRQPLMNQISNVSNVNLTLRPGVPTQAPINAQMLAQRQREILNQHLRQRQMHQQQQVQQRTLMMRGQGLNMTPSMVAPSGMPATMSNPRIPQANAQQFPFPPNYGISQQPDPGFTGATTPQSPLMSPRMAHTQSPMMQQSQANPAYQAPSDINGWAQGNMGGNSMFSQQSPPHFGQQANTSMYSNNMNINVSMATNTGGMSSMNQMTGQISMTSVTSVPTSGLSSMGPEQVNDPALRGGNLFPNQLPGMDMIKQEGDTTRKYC
CF NFkB block: inhibitors of cystic fibrosis induced NF-kB; AID 588850; inhibition, % at 5 µM; actives 0.86% (n = 360,000); KKLEB NF-kB-GFP reporter, PAF-induced, GFP fluorescence overnight;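 active = at least 50% inhibition at 5 µM, scaled per plate between neutral and stimulator controls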;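 also: PAF is a Pseudomonas aeruginosa culture filtrate used as stimulus; plate controls were PAF-stimulated DMSO wells for no effect and unstimulated DMSO wells for full effect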
NR5A2 inv ag: inverse agonists of human LRH-1 (NR5A2); O00482; HEK293T StAR-luciferase reporter, LRH-1 transfected, 24 h; inhibition, % at 3.6 µM; actives 0.13% (n = 360,000); AID 602396;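 active = inhibition above the mean inhibition of all tested compounds plus 3 SD, cut at about 73% in these data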;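 also: 0% = DMSO wells and 100% = reporter-only cells lacking LRH-1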
NCOA3 inh: human NCOA3 inhibition | Q9Y6Q9 | HEK293 GAL4-SRC3 luciferase reporter, luminescence | inhibition, % at 3.6 µM | actives 0.17% (n = 360,000);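 active = inhibition above a per-campaign cutoff, the mean of all compounds plus 3 SD, cut at about 60% in these data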;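 also: 0% = DMSO-treated cells and 100% = gossypol-treated cells at 36 µM; higher means less SRC3-driven luciferase light from the GAL4 reporter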
TROY NFkB inh: inhibitors of TROY-dependent NF-kB signaling; Q293 LMP1-TROYcd NF-kB luciferase reporter, 4 h; inhibition, % at 10 µM; actives 0.98% (n = 360,000);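 active = compounds whose plate-normalised and pattern-corrected inhibition of the luciferase reporter signal at the single screening dose is 50% or more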
Numbers without * were called inactive; x = no result given. Not a hit list; overall some 4.2% were active at least once.

SMILES	NR2F2 inh	KKLEB cytotox	TWEAK Fn14 block	SRC1 inh	EBV LMP1 NFkB	C8 TRAIL sens	NCOA2 inhibitor	CF NFkB block	NR5A2 inv ag	NCOA3 inh	TROY NFkB inh
CCN(C(=O)COC(=O)CCc1ccccc1OC)c1c(N)n(Cc2ccccc2)c(=O)[nH]c1=O	-19	-18	2	-18	5	8	20	-14	0	6	-17
COc1ccc(C(C)(C)C)cc1NC(=O)CCCn1c(=O)oc2ccccc21	10	-13	-11	-2	16	15	-1	8	16	-20	4
CCCOC(=O)C1[C@H]2C(=O)N(Cc3ccco3)C[C@]23C=C[C@H]1O3 (stereo partly specified)	11	4	10	4	-11	3	-4	-13	-6	7	2
Cc1cccc2nc(CSc3ncccc3C(=O)O)cn12	2	24	-6	-9	11	0	3	-19	19	-2	-6
CCOC(=O)c1cc(N2CCCCC2)nc2ccccc12	8	8	7	-6	10	-7	-5	-27	3	3	2
CCN(CC)S(=O)(=O)c1ccc(OCC(=O)NC2CCS(=O)(=O)C2)c([N+](=O)[O-])c1 (stereo unspecified)	5	1	16	-13	-1	-8	17	8	8	26	-33
Cc1ccc(S(=O)(=O)NCCCn2ccnc2)cc1	-9	10	-8	3	3	-7	2	-11	8	14	-4
COc1ccc(C(=O)NCCS(=O)(=O)NC2CCCC2)cc1	18	7	13	-15	1	-19	-16	11	-5	-8	-2
COc1cccc(CN(C)C(=O)C23CC4CC(CC(C4)C2)C3)c1	10	-7	35	2	-4	-14	-8	-2	4	-4	13
CCOC(=O)Cn1nc(C)c(NC(=O)c2ccc([N+](=O)[O-])c(C)c2)c1C	-10	-4	2	10	2	-1	20	6	-11	8	-29
O=C(c1ncc[nH]1)c1cccs1	-17	2	8	-16	5	14	-8	-6	-7	10	-3
CCCC(=O)Nc1nnc(S(=O)(=O)N2CCCCCC2)s1	14	-7	-28	-1	-8	-9	-14	15	16	-7	1
c1ccc(-c2cc(-c3ccccc3)ncn2)cc1	-3	0	-19	-17	-6	-11	-6	-1	6	7	-40
CC(C)N1CCC(C)(C(=O)Nc2cccc3c2CCCC3)C1 (stereo unspecified)	-7	0	8	3	x	-1	-3	2	-26	4	-25
COc1ccccc1-c1nnc(SCC(=O)O)n1-c1ccc(C)cc1	6	6	7	-12	-3	-1	-27	3	23	3	13
COc1ccc(OC)c(S(=O)(=O)N2CCC(C(=O)Nc3cc(C)ccc3C)CC2)c1	5	6	1	-24	-3	-8	5	-12	13	16	-8
COc1cccc(C2Nc3ccc4ccccc4c3C3=C2C(=O)CC(C)(C)C3)c1OCC(=O)O (stereo unspecified)	7	1	15	12	55*	-7	-20	-12	0	-6	-4
Cc1ccccc1OCc1occc1C(=O)Nc1cccc(-n2cnnn2)c1	14	3	13	6	-8	15	-18	10	-19	-3	6
COc1ccccc1NC(=O)N1CCOCC1	6	-4	4	-6	-1	-11	-13	8	17	8	12
CC(=O)c1cc(CC=C(C)C)c(O)c(CC=C(C)C)c1O	2	1	-31	2	-2	1	-1	6	4	33	-3
CC(C)c1ccc(/C=C/C(=O)NCc2ccc(S(N)(=O)=O)cc2)cc1	-13	10	2	-45	-18	4	8	-14	-6	10	7
CCOC(=O)c1c(C)oc2ccc(O)c(CN3CCCCC3)c12	9	3	-7	5	-13	6	-13	-4	12	5	0
CCC(C)NC(=O)CSc1nc2scc(-c3ccccc3)c2c(=O)[nH]1 (stereo unspecified)	-12	1	-1	1	1	0	23	-16	-13	-4	21
Cc1ccccc1C(=O)N1CCC[C@H]1C(=O)N1CCC[C@H]1C(=O)NCc1ccccn1	-5	x	14	x	x	-2	-68	x	13	x	7
CCCCCCc1cc2cc(C(=O)NCc3ccccc3)c(=N)oc2cc1O	-4	-1	-17	-18	-13	4	9	34	20	-2	48
CC1(c2ccc(OC(F)F)cc2)NC(=O)N(CC(=O)Nc2ccc(S(N)(=O)=O)cc2)C1=O (stereo unspecified)	6	8	-10	-11	-2	-4	8	-2	-8	7	-2
CCOC(=O)N1CCC(N2CCN(CCC(C)C)C(CCO)C2)CC1 (stereo unspecified)	1	-15	-5	8	-19	10	-4	-3	4	13	-12
Cc1nc2ccc(NS(=O)(=O)c3ccc(F)c(C)c3)cc2[nH]1	32	3	28	22	6	29	22	3	18	20	20
CC1CCN(S(=O)(=O)c2ccc3c(c2)NC(=O)CS3)CC1	-6	17	-16	-1	-2	0	-5	-8	-14	21	5
O=C1NC[C@H](c2ccccc2)N(CCc2cccc3ccccc23)C1=O	-7	-1	-5	4	-16	0	3	-3	15	-12	-7
COc1cc(NC(=O)c2cc3c(=O)n(C)c4ccccc4c3n2C)cc(OC)c1OC	-6	3	-21	-10	-2	-4	-19	-17	6	21	-12
O=C(Nc1nnc(S(=O)(=O)N2CCCCC2)s1)c1cccc(Br)c1	x	9	13	7	-13	2	x	34	21	-4	23
CC(CO)NCC12CC3CC(CC(C3)C1)C2 (stereo unspecified)	-6	1	13	7	-14	11	-13	-2	-4	-1	-6
S=C(NCCc1c[nH]c2ccccc12)NC1CC1	8	7	8	1	-15	-9	10	-14	23	2	-19
CCS(=O)(=O)N1CCC(C(=O)NCCC2=CCCCC2)CC1	9	0	1	-21	-4	-8	-28	12	-26	8	-6
C/C(=N\NC(=O)OC(C)(C)C)c1cccc([N+](=O)[O-])c1	-15	-27	-32	-59	-8	15	-11	-2	-67	-30	-8
COc1ccc(C(C)=O)cc1COc1nc(C)nc2ccccc12	1	16	11	-11	-7	6	-6	-26	7	8	3
CCN(CC(=O)Nc1ccc(NC(C)=O)cc1)C(=O)c1c(C)nn(Cc2ccc(C)cc2)c1Cl	11	7	-10	-13	0	-10	10	0	9	-2	13
CCOc1ccc2nc(CN3CCN(Cc4ccsc4)C(CCO)C3)ccc2c1 (stereo unspecified)	-7	2	28	-16	2	3	-16	-12	6	13	8
Cc1cccc(OCCn2ccnc2)c1C	-15	1	14	17	5	-3	-23	-3	7	9	9
COC(=O)c1cnc(Oc2ccc(NC(=O)NC(=O)c3ccccc3Cl)cc2)cc1C(F)(F)F	12	-2	7	-14	-1	39	10	-5	12	-8	21
Cc1cccc(NC(=S)NC(=O)CCc2ccccc2)c1C	10	-10	-21	-11	-7	-12	-19	10	6	-4	-20
COc1ccc(Br)cc1/C=N/NC(=O)c1cccnc1	1	6	15	4	3	0	-11	-9	-5	4	-12
CC1(C(=O)NS(=O)(=O)c2cccc(C#N)c2)CCN1C(=O)CC1CC1 (stereo unspecified)	0	-5	18	-7	x	7	12	3	-29	-8	0
Cc1ccc(C(OCC(O)CN2CCCCC2)c2ccccc2)cc1 (stereo unspecified)	-10	6	7	-36	-2	3	-12	3	-10	-32	4
CN(CCC1CCCCO1)C(=O)c1cc(COc2ccc(F)cc2F)on1 (stereo unspecified)	-4	-2	-7	-2	-2	20	-25	-1	-1	11	-7
COC(=O)CCC(=O)N1CCCC(C(=O)c2cc(F)ccc2F)C1 (stereo unspecified)	8	12	-11	15	-5	-1	14	2	9	7	14
CC(=O)c1c(O)c(C)c(O)c2c1OC1=Cc3c(c(C)nn3C)C(=O)C12C (stereo unspecified)	1	-1	22	-10	2	25	-2	6	2	-11	16
OCC[C@@H]1C[C@H](O)[C@@H](O)[C@@]2(Cc3ccccc3O2)O1	9	3	-1	-7	3	-1	-12	11	-25	4	1
Cc1c(C(=O)Nc2ccc(Cl)cn2)oc2ccccc12	-23	5	-13	-22	-22	18	-9	-3	3	11	-35

Shown with two lines to a compound: part of the list above
Each structure is followed by: NR2F2 inh, KKLEB cytotox, TWEAK Fn14 block, SRC1 inh, EBV LMP1 NFkB, C8 TRAIL sens, NCOA2 inhibitor, CF NFkB block, NR5A2 inv ag, NCOA3 inh, TROY NFkB inh
- Cc1cccc(NC(=S)NC(=O)CCc2ccccc2)c1C
→ 10, -10, -21, -11, -7, -12, -19, 10, 6, -4, -20
- COc1ccc(Br)cc1/C=N/NC(=O)c1cccnc1
→ 1, 6, 15, 4, 3, 0, -11, -9, -5, 4, -12
- CC1(C(=O)NS(=O)(=O)c2cccc(C#N)c2)CCN1C(=O)CC1CC1 (stereo unspecified)
→ 0, -5, 18, -7, x, 7, 12, 3, -29, -8, 0

The results go on:
SMILES	NR2F2 inh	KKLEB cytotox	TWEAK Fn14 block	SRC1 inh	EBV LMP1 NFkB	C8 TRAIL sens	NCOA2 inhibitor	CF NFkB block	NR5A2 inv ag	NCOA3 inh	TROY NFkB inh
COc1ccc(C(C(=O)NC2CCCC2)N(C(=O)c2csnn2)C2CC2)cc1 (stereo unspecified)	-12	14	4	5	-3	10	-25	-3	4	-6	-8
Cc1ccc(S(=O)(=O)N2CCN(C(=O)CSc3ccccn3)CC2)c(C)c1	5	-3	-8	-18	-6	13	10	5	-8	0	-5
COc1cccc(C(C)(O)c2nc(-c3cccs3)cs2)c1 (stereo unspecified)	12	7	31	-7	x	13	16	4	19	5	31
Cc1onc(-c2ccccc2Cl)c1C(=O)Nc1ccc(CN2CCCC2)cc1	12	8	33	3	-2	5	-8	-6	23	12	x
CC(C)[C@H](NC(=O)N1CC(=O)Nc2ccccc21)C(=O)N[C@@H](Cc1c[nH]c2ccccc12)C(=O)O	7	-1	-13	-8	-22	5	-7	-9	16	11	-5
CC(C)(C)c1csc(NC(=O)c2c(F)c(F)c(F)c(F)c2F)n1	6	3	-21	-24	-12	10	28	-10	21	-2	-27
COc1ccc2nc(N3CCC(O)CC3)c(C#N)cc2c1	-15	2	-20	-2	-8	29	-40	-12	44	3	-2
Cc1ccc(F)cc1-c1cc(C(=O)NCc2cc(C(F)(F)F)cc(C(F)(F)F)c2)[nH]n1	4	2	19	12	x	-1	15	16	20	-15	53*
COc1ccc([N+](=O)[O-])cc1N(CC(O)CN(CC(C)C)CC(C)C)S(=O)(=O)c1ccccc1 (stereo unspecified)	-7	-7	-13	9	4	35	-24	-12	10	17	-4
COc1ccc2c(c1)CCc1c-2n[nH]c1C(=O)NCCC(C)C	-31	12	39	-103	-20	18	-32	-17	-156	-120	6
COc1ccc(C2=Nc3ccccc3NC(=O)C2N(Cc2ccccc2)C(=O)C2=NNC(=O)CC2)cc1 (stereo unspecified)	-23	8	8	-6	x	3	-23	-19	4	-15	-28
COc1ccc(NC(=O)N2CCN(c3nc(-c4cccc(OC)c4)cs3)CC2)cc1	40*	19	27	3	31	11	1	-14	-5	19	0
Clc1cccc(Nc2nc(N3CCOCC3)nc(N3CCOCC3)n2)c1	13	0	-29	4	6	11	-5	26	-12	-4	-9
O=[N+]([O-])c1cc(-n2cnnn2)ccc1N1CCC(Cc2ccccc2)CC1	6	-1	-28	1	-9	-11	-9	-3	-5	8	18
Cc1ccc(-n2c(N)c(-c3nc4ccccc4n3C)sc2=S)cc1	-16	-7	-54	-23	-36	9	-33	-9	12	-13	10
CN(CCc1ccccn1)C(=O)Nc1ccc(Cl)cc1	-31	-1	-12	-24	-22	1	-39	-5	-21	-20	-27
CCn1nnnc1SCC(=O)NCc1ccco1	-6	12	6	-8	-9	-16	18	-24	-3	-22	8
COC(=O)[C@]1(Cc2ccccc2)N[C@H](c2ccc(-c3cccc(Cl)c3)c(OC)c2)[C@@H]2C(=O)N(C)C(=O)[C@@H]21	11	-4	-6	6	12	-3	2	27	-3	-3	-2
